FBW7 act: human FBW7 E3 ligase activation, primary screen; actives 0.13% (n = 650,000); AID 1259310; Q969H0; AlphaScreen FBW7–phospho-cyclin E peptide binding, activator screen; normalized activity (activation), % at 26.1 µM; in the data active = normalized activity above about 1.9%;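 also: purified mutant Fbw7 with reduced substrate affinity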
Target sequence (Q969H0 whole entry, looked up): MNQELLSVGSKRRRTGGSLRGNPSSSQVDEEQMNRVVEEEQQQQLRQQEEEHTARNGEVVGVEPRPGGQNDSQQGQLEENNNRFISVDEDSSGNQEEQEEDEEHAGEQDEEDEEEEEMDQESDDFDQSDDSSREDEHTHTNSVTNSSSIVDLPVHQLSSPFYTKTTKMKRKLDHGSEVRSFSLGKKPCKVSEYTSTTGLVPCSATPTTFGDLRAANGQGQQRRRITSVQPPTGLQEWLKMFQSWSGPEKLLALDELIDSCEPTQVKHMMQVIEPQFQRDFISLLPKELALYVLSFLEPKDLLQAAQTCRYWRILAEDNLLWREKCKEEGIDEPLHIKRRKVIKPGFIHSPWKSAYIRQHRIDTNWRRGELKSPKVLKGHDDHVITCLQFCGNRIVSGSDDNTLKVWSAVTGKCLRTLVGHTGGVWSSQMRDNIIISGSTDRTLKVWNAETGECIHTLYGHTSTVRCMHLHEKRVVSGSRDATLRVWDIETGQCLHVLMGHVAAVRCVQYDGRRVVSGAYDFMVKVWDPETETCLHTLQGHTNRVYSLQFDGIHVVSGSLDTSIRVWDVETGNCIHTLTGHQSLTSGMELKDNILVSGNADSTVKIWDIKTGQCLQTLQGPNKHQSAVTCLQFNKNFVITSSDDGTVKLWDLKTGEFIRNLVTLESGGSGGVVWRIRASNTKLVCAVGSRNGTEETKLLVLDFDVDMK
GPR151 activ: human GPR151 activation. Q8TDV0. PathHunter beta-arrestin GPR151 cells, luminescence. activation, % at 11.2 µM. actives 1% (n = 650,000). AID 1508602; in the data active = activation above about 4.9%;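 also: 0% = median of compound wells and 100% = cells with positive control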
TEAD-YAP inh: TEAD-YAP interaction inhibition; HEK-TIYL cells, TEAD-Gal4/YAP UAS-luciferase luminescence; inhibition, % at 9.12 µM; actives 1.4% (n = 640,000); in the data active = inhibition above about 32%;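 also: 0% = median of test compound wells and 100% = reference inhibitor wells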
MITF primary: blocks human microphthalmia-associated transcription factor | AlphaScreen MITF homodimerization, bead proximity signal | O75030 | inhibition, % at 2.6 µM | actives 0.91% (n = 650,000); in the data active = inhibition above about 50%;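 also: 0% = vehicle wells with protein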
The depositor's hits bear a star.

SMILES	FBW7 act	TEAD-YAP inh	MITF primary	GPR151 activ
O=C1N(Cc2cccnc2)C[C@@H]2C[C@@H](c3cccc4c3OCO4)N3CCC[C@@]123	0.0	5	-2	2.6
C1=C(c2nc3ccc(-c4cn[nH]c4)cc3[nH]2)CCOc2ccccc21	0.1	-81	11	-0.4
CCOc1ccccc1-c1n[nH]c(=S)o1	0.4	2	19	-2.3
Cc1cc(C)nc(N/N=C/c2cc(C)n(-c3ccc(I)cc3)c2C)n1	-0.3	-3	3	-0.3
COc1ccc(NC(=O)c2c(-c3c(F)cccc3Cl)noc2C)c([N+](=O)[O-])c1	-0.2	3	0	0.5
CCc1ccc(/C=N/NC(=O)Cc2ccccc2)cc1	0.7	-39	7	-0.1
COC(=O)Oc1ccc2c(=O)c(-c3ccccc3OC)coc2c1	0.9	-14	11	-0.1
Cc1ccc(-c2cc(C(=O)Nc3ccc(C)c(Cl)c3)c3ccccc3n2)c(C)c1	0.0	-17	-11	-0.5
CC(C)Cc1ccc(S(=O)(=O)N2CCC(C)CC2)cc1	0.0	-3	7	-0.3
CC1Sc2ccc(C#N)cc2N(Cc2cccc(F)c2)C1=O (configuration not stated)	-0.2	-1	-3	-0.7
CCNc1ncnc2sc(C(=O)N3CC4CCC3C4)c(C)c12 (configuration not stated)	-0.3	5	-21	-0.9
Cc1ccc(-n2cc(-c3ccccc3)nc2SCC(=O)Nc2cccc(C)c2C)cc1	0.8	6	5	0.4
CCOc1ccc(C(=O)Nc2ccc3oc(=O)ccc3c2)cc1	0.1	-27	1	0.8
O=c1c2ccccc2nc2sc(Nc3ccc(Cl)cc3Cl)nn12	0.1	5	2	-1.6
CC1CCCCN1C(=O)CN1N=C(c2ccccc2)Cn2c(cc3sccc32)C1=O (configuration not stated)	-0.2	-2	14	0.2
C=CCN1C(=O)CS/C1=N\NC(=O)c1ccncc1	0.4	-1	7	-0.8
CC(C)C(=O)O/N=C(\N)c1cccc([N+](=O)[O-])c1	-0.2	0	-4	1.4
C=C1c2cc(C)cc(C)c2NC(=O)N1CC	0.0	14	12	-0.7
COc1ccccc1C(NC(=O)C1CCN(C(=O)c2cccs2)CC1)c1ccccn1 (configuration not stated)	-0.1	6	4	0.1
Cc1ccc(C)c(OCCn2c(-c3ccc(Cl)cc3)nc3ccccc3c2=O)c1	0.9	2	8	2.9
CC1CN(CC(=O)N2CCC(C(N)=O)CC2)Cc2cc(Cl)ccc2O1 (configuration not stated)	-0.4	-11	2	-0.2
CCCc1cc(=O)[nH]c(SCC(=O)Nc2cc3c(cc2C(C)=O)OCO3)n1	-0.1	-4	-7	6.3*
CC(Oc1ccc2c3c(c(=O)oc2c1)CCC3)C(=O)OC1CCCCC1 (configuration not stated)	0.1	-2	3	0.2
COc1ccc(C(=O)NNS(=O)(=O)c2ccccc2[N+](=O)[O-])cc1	0.6	11	3	-1.2
CN(C)CCCNc1oc(-c2ccccc2F)nc1C#N	0.0	2	16	-1.5
O=S(=O)(NCCCN1CCOCC1)c1ccc(Cl)c(Cl)c1	0.1	7	0	1.3
Cc1nn(CC(=O)NCCc2ccc(Cl)cc2)c(C)c1[N+](=O)[O-]	-0.1	-8	-12	1.0
COc1ccc(-c2noc(Nc3ccc(F)cc3)n2)cc1OC	0.0	-37	-8	-0.4
Cc1cc(C(=O)N2CCN(C(=O)c3ccco3)CC2)ccc1[N+](=O)[O-]	0.6	2	14	-1.6
CC(=O)NNC(=O)CSc1nnc(-c2cccnc2)n1-c1ccc(Cl)cc1	0.1	-2	3	0.0
Cc1nn(C)c(Cl)c1CN1CCOc2ccc(CN3CCCC3)cc2C1	-0.1	-1	-1	1.7
CN1CCN(c2ccc(CNS(=O)(=O)c3ccc(F)cc3Cl)cc2)CC1	-0.1	1	-2	0.7
O=C(Nc1c2c(nn1-c1cccc(Cl)c1)CS(=O)(=O)C2)c1cccc(Cl)c1	0.3	8	16	0.5
O=S(=O)(NCCOCc1ccccc1)c1ccc2c(c1)Cc1ccccc1-2	0.1	7	9	0.9
COc1ccc(NC(=O)COc2ccccc2C(C)(C)C)c(OC)c1	-0.1	8	-26	0.1
Cc1nc(SCC(=O)Nc2cc(C)on2)n[nH]1	0.1	9	5	-0.4
Cc1nc(NC2CCN(CC(=O)Nc3ccccc3C(F)(F)F)CC2)[nH]c(=O)c1C	-0.1	3	-3	-1.2
Cc1nn(CC(=O)Nc2ccc(Br)c3cccnc23)c(=O)c2ccccc12	0.4	2	7	0.9
Cc1ccc(S(=O)(=O)NC(=O)C[n+]2ccccc2)cc1	0.0	-7	0	-0.9
CC1(C)C(c2ccccn2)=[N+]([O-])C(C)(C)N1O	-0.5	2	15	0.1
Cc1ccc(N(CC(=O)NCCSc2ccccc2)S(=O)(=O)c2ccc(F)cc2)cc1	-0.1	9	-16	-0.4
COc1ccccc1Nc1ncnc2sc(C)c(S(=O)(=O)N3CCC(C)CC3)c12	-0.1	2	-12	1.8
Cn1/c(=N\NC(=O)c2cc(Cl)sc2Cl)sc2ccccc21	0.0	-8	8	-0.1
O=C(C1=CCCC1)N1CCCC(CNC(=O)C2(c3ccc(Cl)cc3)CC2)C1 (configuration not stated)	0.0	-4	11	-0.3
Cc1cc(C)c(OCCNC(C)(C)C)c(Cl)c1	-0.1	-4	18	1.4
COc1cccc(/C=N/NC(=O)c2ccccc2OCc2ccccc2)c1O	0.1	19	22	-0.6
O=C(NCCCN1CCCC1=O)c1csc2c1CCCC2	-0.1	-6	-4	0.6
COc1ccc(N2C(=O)/C(=C/c3ccc(N(C)C)cc3)NC2=S)cc1	0.0	-5	-2	3.7
COc1ccc(C(O)c2nccc3ccccc23)cc1 (configuration not stated)	0.1	5	12	-0.7
COc1ccc(C(=O)N2CCN(CCc3ccccc3)CC2)cc1[N+](=O)[O-]	0.1	11	6	1.9

Shown field by field: part of the list above
Cc1nn(CC(=O)NCCc2ccc(Cl)cc2)c(C)c1[N+](=O)[O-]
  FBW7 act = -0.1
  TEAD-YAP inh = -8
  MITF primary = -12
  GPR151 activ = 1.0

COc1ccc(-c2noc(Nc3ccc(F)cc3)n2)cc1OC
  FBW7 act = 0.0
  TEAD-YAP inh = -37
  MITF primary = -8
  GPR151 activ = -0.4

Later entries:
SMILES	FBW7 act	TEAD-YAP inh	MITF primary	GPR151 activ
COC(=O)c1cc2sccc2n1CC(C)=O	0.0	0	-4	1.1
CCCNC(=O)c1cc(S(=O)(=O)N2CCCCC2)c[nH]1	0.7	8	9	-1.7
COc1ccc(C(=O)NNC(=O)CNC(=O)C2CCCCC2)cc1	1.0	-2	13	-1.8
COC(=O)c1ccccc1NC(=O)CSc1nc2ccsc2c(=O)n1-c1ccc(OC)cc1	0.0	10	-3	0.0
COc1cccc(/C=N/Nc2ccc(Cl)nn2)c1	-0.1	-35	-18	3.8
CCOc1ccc(/C(O)=C2\C(=O)C(=O)N(CCN(C)C)C2c2ccccc2F)cc1C (configuration not stated)	0.1	1	13	0.7
Cc1cc(C)n2nc(S(=O)(=O)Nc3ccc(Cl)cc3Cl)nc2n1	-0.2	-4	-7	-0.5
O=C(Nc1cccc(C(F)(F)F)c1)c1ccccc1Br	-0.1	-12	-7	-0.8
Cc1nn(CC(=O)NCC2CC2)c(=O)c2cc3sccc3n12	0.1	-2	6	0.8
O=C(CSc1ncnc2c1cnn2-c1ccccc1Cl)NNC(=O)c1ccco1	-0.1	-10	14	-0.9
CCCCNC(=O)Cn1c(-c2ccc(C)cc2)noc1=O	-0.1	5	-6	-0.7
O=C1CC(=O)Nc2cc(S(=O)(=O)Nc3cc(F)ccc3F)ccc2N1	0.0	9	13	-0.8
CC(=O)c1ccc(NC(=O)Cn2c3ccccc3c3nc(=O)cc(C)n32)cc1	-0.1	7	-7	0.4
COc1ccc(-n2c(C)nc3cc(C(=O)O)ccc32)cc1	0.1	-6	8	-0.6
O=C(Nc1nc2c(s1)CCc1ccccc1-2)c1ccc([N+](=O)[O-])s1	0.0	8	4	0.2
COC(=O)C1=C(C)Nc2[nH]c(=O)[nH]c(=O)c2C1c1cccs1 (configuration not stated)	-0.2	2	0	0.0
Cc1nnc(NC(=O)CSc2nnc3c(n2)[nH]c2ccc(Br)cc23)s1	0.1	7	1	1.1
COCC(=O)N(c1ccccc1)C(C)C(=O)OC (configuration not stated)	0.1	8	12	0.3
COc1ccc(-c2nc(SCC(=O)Nc3ccc(OC(F)(F)F)cc3)[nH]c(=O)c2C#N)cc1	0.0	9	-3	-0.3
Fc1ccc(CNc2ccnc3c(-c4ccc(N5CCOCC5)cc4)cnn23)cc1	-0.1	3	9	-0.4
Cc1c(C(=O)Nc2cnc3ccccc3c2)sc2ncn(CC(=O)N3CCCCC3)c(=O)c12	0.0	-45	15	-0.1
CNC(=O)NC(=O)C(C)OC(=O)c1ccc2c(c1)OCCO2 (configuration not stated)	0.1	-8	-2	0.7
O=C(O)c1ccc2nsnc2c1	-0.1	-8	1	3.5
CCCCCOC(=O)C1=C(C)NC(=O)NC1c1cccc([N+](=O)[O-])c1 (configuration not stated)	0.3	1	-2	1.6
Cc1cccc2c1nc1s/c(=C\c3ccc(F)cc3)c(=O)n12	-0.1	-9	-6	0.8

Continued, overlapping the part above by 5 compounds.
SMILES	FBW7 act	TEAD-YAP inh	MITF primary	GPR151 activ
Cc1c(C(=O)Nc2cnc3ccccc3c2)sc2ncn(CC(=O)N3CCCCC3)c(=O)c12	0.0	-45	15	-0.1
CNC(=O)NC(=O)C(C)OC(=O)c1ccc2c(c1)OCCO2 (configuration not stated)	0.1	-8	-2	0.7
O=C(O)c1ccc2nsnc2c1	-0.1	-8	1	3.5
CCCCCOC(=O)C1=C(C)NC(=O)NC1c1cccc([N+](=O)[O-])c1 (configuration not stated)	0.3	1	-2	1.6
Cc1cccc2c1nc1s/c(=C\c3ccc(F)cc3)c(=O)n12	-0.1	-9	-6	0.8
CCCCNC(=O)c1ccc(N2CC3CC(C2)c2cccc(=O)n2C3)c(NS(=O)(=O)c2ccc3c(c2)OCCO3)c1 (configuration not stated)	-0.1	-7	-6	1.6
CCCNc1nc(-c2csc3ccccc23)nc2c1ncn2-c1ccsc1	0.1	-1	1	1.6
COc1ccc(C2N=C(c3ccccc3)NO2)cc1OC (configuration not stated)	0.2	-56	13	-1.9
COc1cccc(OC)c1C(=O)NCC(c1cccn1C)N1CCCC1 (configuration not stated)	-0.2	1	15	-0.5
CCCC(C)COC(=O)C1=C(C)NC(=O)NC1c1ccc(O)c([N+](=O)[O-])c1 (configuration not stated)	0.2	17	6	0.7
CN(CC(=O)OCC(=O)c1ccc(Cl)s1)S(=O)(=O)c1ccc(Cl)cc1	-0.1	6	7	-1.4
O=c1ccc(-c2ccco2)cn1Cc1ccccc1-c1ccccc1	0.0	7	20	-0.3
CC(=O)Nc1ccc(NC(=O)/C=C/c2cccc3ccccc23)cc1	0.0	-8	11	2.3
CCOC(=O)N1CCC(NCc2c(C(=O)O)c(C)n(Cc3ccc(Cl)cc3)c2C)CC1	0.7	8	30	-0.4
O=C(c1cccc2ccccc12)N1CCN(Cc2cccnc2)CC1	-0.3	-2	60*	-0.4
O=C(Cn1c(CO)nc2ccccc21)NCC1CCCCC1	0.0	1	-10	-1.7
O=C(NCc1ccncc1)C1c2ccccc2Oc2ccccc21	0.0	-6	-7	-0.8
CCSc1nnc(NC(=O)c2ccc3c(c2)C(=O)N(CCC(C)C)C3=O)s1	0.0	-8	-7	0.9
CC(=O)Nc1ccc2c(COC(=O)C3(c4ccc(Cl)cc4)CC3)cc(=O)oc2c1	0.0	-5	5	-2.3
Cc1cccc(NC(=O)C2C3C=CC4(O3)C2C(=O)N(CCCN2CCCC(C)C2)C4C(=O)NC2CCCC(C)C2C)c1 (configuration not stated)	-0.1	0	1	-0.5
CC(=O)N[C@@H](Cc1c[nH]c2ccccc12)C(=O)OCc1csc(-c2ccccc2)n1	0.1	-12	0	0.3
CCOC(=O)C1CCN(C(c2ccncc2)c2c(O)cc(C)n(Cc3ccco3)c2=O)CC1 (configuration not stated)	0.1	-3	7	0.5
CCOc1ccccc1C=Nc1ccc(C(N)=O)cc1	0.0	-6	20	-0.6
O=C(CSc1nc2sc3c(c2c(=O)[nH]1)CCCC3)NCc1ccccn1	-0.1	-18	-1	0.3
CCOc1ccc(NC(=S)N2CCN(CCN3C(=O)c4cccc5cccc(c45)C3=O)CC2)cc1	0.1	6	18	0.0
Cc1cc(OCC(=O)Nc2ccc(F)c([N+](=O)[O-])c2)ccc1Cl	0.3	13	13	0.4
CCC(CC)C(=O)Nc1cccc([N+](=O)[O-])c1C	0.0	-6	-4	-0.4
CC(=O)c1ccc(-c2ccc(/C=C3\C(=O)Nc4ccccc43)o2)cc1	0.4	-7	11	0.3
Cc1cc(C(F)(F)F)nc2sc(C(=O)Nc3ccc(C(N)=O)cc3)c(N)c12	0.0	-19	-10	-1.4
Nc1ccc(-c2cnc3c(Nc4ccccc4)nccn23)cc1	-0.1	53*	7	-2.6
CC1(C)Cc2c(sc3nc(CC(N)=O)n(Cc4ccccc4)c(=O)c23)CO1	0.5	0	-6	0.4
Cc1nc2ccccc2n1CC1CC1(Cl)Cl (configuration not stated)	-0.1	10	-2	-0.3
Cc1cc(C)cc(C(=O)c2ccccc2C(=O)O)c1	0.2	3	9	-0.2
